KCNQ1 block: inhibitors of human KCNQ1 potassium channel; CHO-K1 KCNQ1, FluxOR thallium flux fluorescence; hits give high values; P51787; 310,000 compounds, 1.3% hits; AID 2642; B-score at 10 µM;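 active = compounds whose thallium flux B-score, printed positive for inhibition, exceeds three library SD while starting fluorescence stays within three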;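 also: channel opened by potassium depolarization with thallium stimulus after 20 min compound exposure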
KCNK3 block: human KCNK3 channel inhibition, primary screen. B-score at 10 µM. O14649. AID 602410. CHO-KCNK3 thallium flux, FluxOR fluorescence; hits give low values. 340,000 compounds, 0.84% hits;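 active = B-score under library mean minus 4 SD, starting fluorescence ratio at most library mean plus 5 SD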;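 also: more negative B-score means stronger inhibition of thallium flux through KCNK3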
Target sequence (O14649 whole entry, looked up): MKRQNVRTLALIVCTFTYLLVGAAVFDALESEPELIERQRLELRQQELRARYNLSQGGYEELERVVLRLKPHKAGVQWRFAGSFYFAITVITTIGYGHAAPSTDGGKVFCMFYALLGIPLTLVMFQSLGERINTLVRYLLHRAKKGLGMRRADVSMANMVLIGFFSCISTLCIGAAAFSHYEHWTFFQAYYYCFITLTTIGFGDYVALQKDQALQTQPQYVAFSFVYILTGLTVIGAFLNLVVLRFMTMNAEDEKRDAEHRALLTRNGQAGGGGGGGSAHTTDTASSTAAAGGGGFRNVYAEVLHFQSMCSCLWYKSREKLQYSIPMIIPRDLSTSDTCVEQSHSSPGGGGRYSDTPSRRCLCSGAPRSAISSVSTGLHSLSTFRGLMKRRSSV
KCNQ1 pot: potentiators or activators of human KCNQ1 potassium channel. P51787. CHO-K1 KCNQ1, thallium flux FluxOR fluorescence; hits give high values. B-score at 10 µM. 310,000 compounds, 0.35% hits;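 active = fluorescence ratio B-score, a plate-corrected score, at least three library SD, with initial intensity B-score within 5 SD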
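Material: CHO-K1 cells stably expressing KCNQ1. Medium: assay buffer for compound exposure, DMSO matched across wells. Reagent: K+/Tl+ depolarizing stimulus. Compound dosing: single-concentration screen. Times: 37 °C overnight plating, 90-min dark dye load, 20-min compound pretreatment. Technique: FluxOR Tl+ flux fluorescence.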
KCNK9 block: human KCNK9 channel inhibition; 310,000 compounds, 1.2% hits; HEK293 KCNK9, FluxOR thallium flux fluorescence; hits give low values; B-score at 10 µM;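 active = ratio B-score over 3 SD below the library mean, with starting fluorescence within 5 SD of its mean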;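 also: negative B-score means less thallium flux so channel inhibition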
GSK3 alpha inh: blocks human GSK-3 alpha kinase; P49840; ADP-Glo luminescence, 60 min; inhibition, % at 10 µM; 320,000 compounds, 0.1% hits;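 in the data active = inhibition above about 50%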;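 also: GST-tagged GSK-3 alpha with peptide substrate and 25 µM ATP; 0% = DMSO neutral wells and 100% = GW8510 positive control wells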
PolyA inhibitor: blocks polyadenylation in yeast reporter cells. S. cerevisiae SKY197-pL101 polyadenylation reporter, beta-gal luminescence; efflux-impaired pdr1/pdr3 knockout yeast; score 100 = 6 SD above DMSO. calls only at 12 µM. 300,000 compounds, 0.02% hits. AID 1875;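 active = lowest replicate activity score at least 50, where 100 means six control SD above control mean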;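 also: yeast exposed to compound for 9 h at 30 °C; higher score means more reporter readthrough which indicates perturbed polyadenylation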
GSK3beta inhib: human GSK3beta kinase inhibition; P49841; GST-GSK3beta kinase, ADP-Glo luminescence, 60 min; hits give low values; activity score (negative = inhibition), % at 10 µM; 300,000 compounds, 0.038% hits; AID 2097;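 active = more than half of replicate wells score below -50%, meaning over 50% inhibition versus plate controls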;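 also: 0% = median DMSO wells and -100% = median GW8510 positive control wells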
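test system = GST-tagged human GSK3beta kinase, cell-free | reagent = 25 µM ATP with peptide substrate | dosing = one dose of 10 µM per compound | schedule = 60 min reaction, RT | detection = luminescent ADP-Glo measurement of ADP formed | control set = DMSO neutral wells and GW8510 at 20 µM as positive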
Dyrk1A ADPGlo: Dyrk1A (rat) kinase inhibition; Q63470; ADP-Glo luminescence, NFATc1 peptide; inhibition, % at 12.5 µM; 310,000 compounds, 0.43% hits; in the data active = inhibition above about 50%;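 also: plate controls were vehicle with enzyme for no effect and no enzyme for full effect; many of its hits are not listed in these tables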
HDAC3 inh: human HDAC3 inhibition; O15379; recombinant HDAC3, fluorogenic peptide/trypsin coupled, fluorescence; inhibition, % at 8.3 µM; 320,000 compounds, 0.15% hits; in the data active = inhibition above about 26%, passing the limit was not always enough
Target sequence (O15379 whole entry, looked up): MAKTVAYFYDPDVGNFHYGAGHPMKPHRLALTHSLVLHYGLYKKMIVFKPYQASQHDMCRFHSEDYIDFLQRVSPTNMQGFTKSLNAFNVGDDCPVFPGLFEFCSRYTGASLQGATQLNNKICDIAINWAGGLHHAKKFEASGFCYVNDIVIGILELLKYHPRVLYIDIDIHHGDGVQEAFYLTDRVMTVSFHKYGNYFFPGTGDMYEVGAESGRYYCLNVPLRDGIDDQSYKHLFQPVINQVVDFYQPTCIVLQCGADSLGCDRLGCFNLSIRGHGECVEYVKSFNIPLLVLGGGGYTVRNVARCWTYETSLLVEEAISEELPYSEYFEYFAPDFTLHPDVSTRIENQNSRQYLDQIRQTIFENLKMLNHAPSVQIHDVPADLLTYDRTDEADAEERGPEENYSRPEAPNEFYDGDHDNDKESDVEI
hERG rescue: compounds protecting human hERG from proarrhythmic drug block; activation (rescue from dofetilide block), less the hit threshold, % at 10 µM; Q12809; AID 1511; 310,000 compounds, 0.51% hits; CHO-hERG, FluxOR thallium flux, dofetilide IC70 present;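 active = activation above the mean of controls blocked by dofetilide plus 5 SD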;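 also: thallium influx through hERG after potassium depolarization seen as dye fluorescence rise; in these data hits start at about 4.7%; inactives centre near -7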
RGS4 pot: RGS4 potentiation or activation | B-score at 10 µM | 310,000 compounds, 0.92% hits | HEK293 M3R/inducible RGS4, carbachol calcium flux Fluo4; hits give low values;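 active = B-score of the integrated calcium signal more than 4 SD below the library mean, with starting fluorescence not abnormally high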;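 also: negative B-score means reduced calcium response which marks RGS4 activation or potentiation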
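Test system: HEK293 cells with stable M3R and inducible RGS4; also added: carbachol at ECmax as muscarinic agonist stimulus; schedule: dye loading 30 min 37 °C, buffer rest 30 min RT; technique: kinetic calcium fluorescence imaging with Fluo4-AM dye, 2 µM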
Numbers without * were called inactive; i = inactive; · = no result given. An excerpt; the hit share may differ from the screen's.

entry	SMILES	KCNQ1 block	KCNK3 block	KCNQ1 pot	KCNK9 block	GSK3 alpha inh	PolyA inhibitor
1	CCOc1ccc(N(CC(=O)Nc2nccs2)S(=O)(=O)c2c(C)[nH]c(=O)[nH]c2=O)cc1	i	i	i	i	-2	i
2	O=C(COc1ccc(Br)cc1)NC1CC1	i	i	i	i	1	i
3	O=C(CSc1nnc2ccccn12)Nc1nsc(-c2ccccc2)n1	i	i	i	i	2	i
4	COc1ccc(C2C(=O)c3ccccc3C2=O)c(OC)c1	i	i	i	i	-2	i
5	Cc1cc(=O)oc2cc(OCC(=O)NC3CCN(Cc4ccccc4)CC3)ccc12	i	i	i	i	1	i
6	CC(C)C(NC(=O)c1cccs1)C(=O)NC1=NCCS1 (centres undefined)	i	i	i	i	-1	i
7	O=C(NCc1ccccn1)c1ccc(N2CCCC2)c([N+](=O)[O-])c1	i	i	i	i	-2	i
8	Cn1c(/C=C/c2cccc([N+](=O)[O-])c2)c([N+](=O)[O-])c(=O)n(C)c1=O	i	i	i	i	-2	i
9	O=S(=O)(Cc1ccccc1)N=Nc1c(O)[nH]c2ccc(Br)cc12	i	i	i	i	-4	i
10	CC1CCCC(NC(=S)Nc2cccc(S(=O)(=O)N(C)C)c2)C1C (centres undefined)	8*	i	i	i	-8	i
11	Cn1ccnc1C1CCCCN1Cc1nc(Cc2ccccc2F)no1 (centres undefined)	i	i	i	i	-2	i
12	CC1(C)Cc2cccc(OCC(=O)NC3CC3)c2O1	i	i	i	i	0	i

entry	GSK3beta inhib	Dyrk1A ADPGlo	HDAC3 inh	hERG rescue	RGS4 pot
1	0	2	-2	-4	i
2	-3	-1	-1	-13	i
3	-1	-5	-9	-2	i
4	5	0	6	-9	i
5	-2	8	-3	-5	i
6	-1	1	7	-9	i
7	0	1	2	-2	i
8	1	1	1	-3	i
9	0	4	7	-14	i
10	0	2	8	-14	i
11	1	-7	-2	-5	i
12	1	-8	-9	-7	i

Entries of single compounds from above. Screens in order: KCNQ1 block | KCNK3 block | KCNQ1 pot | KCNK9 block | GSK3 alpha inh | PolyA inhibitor | GSK3beta inhib | Dyrk1A ADPGlo | HDAC3 inh | hERG rescue | RGS4 pot
O=C(CSc1nnc2ccccn12)Nc1nsc(-c2ccccc2)n1 across the screens: i | i | i | i | 2 | i | -1 | -5 | -9 | -2 | i
COc1ccc(C2C(=O)c3ccccc3C2=O)c(OC)c1 across the screens: i | i | i | i | -2 | i | 5 | 0 | 6 | -9 | i
O=C(COc1ccc(Br)cc1)NC1CC1 across the screens: i | i | i | i | 1 | i | -3 | -1 | -1 | -13 | i

More records follow:
entry	SMILES	KCNQ1 block	KCNK3 block	KCNQ1 pot	KCNK9 block	GSK3 alpha inh	PolyA inhibitor
13	COc1ccc(N2CCN(CCCNC(=O)C3CCCN(S(=O)(=O)c4c(C)n[nH]c4C)C3)CC2)cc1 (centres undefined)	i	i	i	i	-3	i
14	NC(N)=NS(=O)(=O)c1ccc(NC(=S)NC(=O)c2sc3ccccc3c2Cl)cc1	i	i	i	i	-1	i
15	Cc1nn(-c2ccccc2)c(Cl)c1/C=C(\CC(=O)O)c1nc2ccccc2s1	i	i	i	i	-9	i
16	CCCCc1cc(=O)oc2cc(C)cc(OCC(=O)O)c12	i	i	i	i	3	i
17	COC(=O)c1cn(-c2ccccc2)nc1-c1ccc(OC)c(OC)c1	i	i	i	i	1	i
18	Cc1nc(C)c(C(=O)NNS(=O)(=O)c2ccc3ccccc3c2)s1	i	i	i	i	-5	i
19	O=C1OC(N2C(=O)CC[C@H]2C(=O)Nc2ccc(Br)cc2F)c2ccccc21 (some centres undefined)	i	i	i	i	3	i
20	Nc1nc(-c2ccc(Cl)cc2)c(N=Nc2ccc(S(=O)(=O)N3CCOCC3)cc2)s1	i	i	i	i	3	i
21	CC1CCCC(C)N1C(=O)c1ccccc1Nc1ccc(SC(F)F)cc1 (centres undefined)	i	i	i	i	-3	i
22	COc1cc(S(=O)(=O)N2CCN=C2c2ccccc2)ccc1F	i	i	i	i	-2	i
23	COC(=O)CSc1nc(N2CCOCC2)c2c(c1C#N)CC(C)(C)N(C)C2	i	i	i	i	5	i
24	O=c1[nH]c(C2CCN(S(=O)(=O)Cc3ccccc3)CC2)nc2c1nnn2Cc1ccccc1Cl	i	i	i	i	0	i

entry	GSK3beta inhib	Dyrk1A ADPGlo	HDAC3 inh	hERG rescue	RGS4 pot
13	0	-2	2	-15	i
14	-1	22	-5	-10	i
15	8	-1	5	-10	i
16	-3	1	-42	-9	i
17	-2	3	-2	-4	i
18	-1	-8	5	-18	i
19	-4	-2	4	-3	i
20	-1	3	-3	-13	i
21	3	-7	21	-14	i
22	-1	1	-1	-10	i
23	1	11	-5	-7	i
24	0	-2	5	-2	i

The list continues.
entry	SMILES	KCNQ1 block	KCNK3 block	KCNQ1 pot	KCNK9 block	GSK3 alpha inh	PolyA inhibitor
25	S=c1[nH]nc(-c2ccco2)n1/N=C/c1ccccn1	i	·	i	i	8	i
26	CCN(CC(=O)Nc1c(F)cccc1F)C(=O)c1ccc(C)c(S(=O)(=O)N2CCCCC2)c1	i	i	i	i	-1	i
27	CCC(C)N=CC1=C(O)CC(c2ccccc2)CC1=O (centres undefined)	i	i	i	i	8	i
28	C/C(=N/NS(=O)(=O)c1cc(C)ccc1C)c1ccncc1	i	i	i	i	1	i
29	O=C(CS(=O)(=O)c1ccccc1)Nc1ccc(S(=O)(=O)Nc2ncccn2)cc1	i	i	i	i	-1	i
30	CC(C)c1ccc(S(=O)(=O)NC2CCCC2)cc1	i	i	i	i	-1	i
31	O=C(Cn1c(=O)n(Cc2ccco2)c(=O)c2c3c(sc21)CCCC3)Nc1ccccc1	i	i	i	i	0	i
32	CC(NC(=O)Cc1cccs1)c1ccncc1 (centres undefined)	i	i	i	i	1	i
33	O=C(/C=C/c1ccc([N+](=O)[O-])cc1)N1CCN(c2ccccc2F)CC1	i	i	i	i	-3	i
34	COc1ccc(N(C(=O)c2ccco2)C(C(=O)NC2CCCC2)c2ccncc2)cc1OC (centres undefined)	i	i	i	i	-3	i
35	COc1cc(C)c(NC(c2ccccc2)c2ccccc2)cc1OC	i	i	i	i	2	i
36	COc1ccc(N=C2SC(C(=O)N3CCN(c4ccc([N+](=O)[O-])cc4)CC3)CC(=O)N2C)cc1 (centres undefined)	i	i	i	i	-3	i

entry	GSK3beta inhib	Dyrk1A ADPGlo	HDAC3 inh	hERG rescue	RGS4 pot
25	1	·	0	-11	i
26	1	6	4	-15	i
27	2	-2	2	-12	i
28	-3	6	2	-7	i
29	2	3	-6	-3	i
30	1	-1	7	-6	i
31	1	-2	-2	-11	i
32	-3	-18	1	-7	i
33	-4	-9	9	-2	i
34	2	-9	1	-6	i
35	3	-3	5	-27	i
36	-6	-1	-6	-4	i

Shown as a hit in KCNQ1 block, among the entries above:
item	canonical_smiles	KCNQ1 block	KCNK3 block	KCNQ1 pot	KCNK9 block	GSK3 alpha inh	PolyA inhibitor	GSK3beta inhib	Dyrk1A ADPGlo	HDAC3 inh
10	CC1CCCC(NC(=S)Nc2cccc(S(=O)(=O)N(C)C)c2)C1C (centres undefined)	8*	i	i	i	-8	i	0	2	8

Only KCNK3 block, for 2 of the compounds above:
No. | molecule | KCNK3 block
32 | CC(NC(=O)Cc1cccs1)c1ccncc1 (centres undefined) | i
33 | O=C(/C=C/c1ccc([N+](=O)[O-])cc1)N1CCN(c2ccccc2F)CC1 | i

Additional structures:
entry	SMILES	KCNQ1 block	KCNK3 block	KCNQ1 pot	KCNK9 block	GSK3 alpha inh	PolyA inhibitor
37	CCOC(=O)[C@@H]1[C@H]2COc3ccc(Br)cc3[C@H]2N2C(=O)N(c3ccc(Cl)cc3)C(=O)[C@@]12C	i	·	i	-11*	-1	i
38	COc1ccc(CN(C(C)=O)c2cccc(C)c2C)cc1	i	i	i	i	-4	i
39	N#C/C(=C\c1ccc(N2CCOCC2)cc1)c1ccccc1	i	i	i	i	-6	i
40	COC(=O)c1ccccc1NC(=O)C1CC(=O)N(c2ccc(C)cc2)C1 (centres undefined)	i	i	i	i	0	i
41	CCn1cc(Br)c(C(=O)Nc2ccccc2C(=O)OC)n1	i	i	i	-6.6*	2	i
42	COCCCNC(=S)NCCc1ccc(F)cc1	i	i	i	i	4	i
43	CCOC(=O)Nc1nc(-c2ccccc2)c(C(=O)c2ccccc2)s1	i	i	i	i	4	i
44	O=C1c2ccccc2C(=O)N1/N=C/c1ccc(O)c(O)c1O	i	i	i	i	·	i
45	O=C(CSc1nc2ccccc2o1)N1c2ccccc2Sc2ccc(Cl)cc21	i	i	i	i	-3	i
46	C/C(=N\S(=O)(=O)c1ccc(C)cc1)N1CCCCC1	i	i	i	i	1	i
47	CC(=O)NC(C)Cc1cn(Cc2ccccc2)c2ccccc12 (centres undefined)	i	i	i	i	-4	i
48	Cc1nc2[nH]c(=S)[nH]c2cc1Br	i	i	i	i	-1	i
49	O=C(O)C1C2C=CC(C2)C1C(=O)N1CCN(CCO)CC1 (centres undefined)	i	i	i	i	-1	i

entry	GSK3beta inhib	Dyrk1A ADPGlo	HDAC3 inh	hERG rescue	RGS4 pot
37	-6	·	-6	-4	i
38	2	6	-11	-8	i
39	1	0	7	-2	i
40	-2	-1	-2	-13	i
41	-2	19	-2	-10	i
42	2	-4	0	-4	i
43	-1	0	-2	-6	i
44	1	21	·	-7	i
45	0	-6	8	-8	i
46	3	24	-2	-9	i
47	2	-1	8	-3	i
48	1	-3	1	-3	i
49	2	10	-3	-13	i
